From PubChem BioAssay
GLP1R inv ag – GLP-1 receptor (human) inverse agonism | P43220 | HEK293 GLP-1R CRE-luciferase, luminescence, 24 h; GLP-1R form is constitutively active | Potency, µM (series often up to 38.3 µM), without a hit: at the highest dose activity change, negative = inhibition, most hits filed as inhibitors | hit rate 1.6% among 410,000 | AID 624417; note: potency is the fitted concentration of half-maximal effect; % is set by controls: 0 for no effect and ±100 for the full control effect; nearly all actives have a fitted effect of over 55% in size
Target sequence (P43220 whole entry, looked up): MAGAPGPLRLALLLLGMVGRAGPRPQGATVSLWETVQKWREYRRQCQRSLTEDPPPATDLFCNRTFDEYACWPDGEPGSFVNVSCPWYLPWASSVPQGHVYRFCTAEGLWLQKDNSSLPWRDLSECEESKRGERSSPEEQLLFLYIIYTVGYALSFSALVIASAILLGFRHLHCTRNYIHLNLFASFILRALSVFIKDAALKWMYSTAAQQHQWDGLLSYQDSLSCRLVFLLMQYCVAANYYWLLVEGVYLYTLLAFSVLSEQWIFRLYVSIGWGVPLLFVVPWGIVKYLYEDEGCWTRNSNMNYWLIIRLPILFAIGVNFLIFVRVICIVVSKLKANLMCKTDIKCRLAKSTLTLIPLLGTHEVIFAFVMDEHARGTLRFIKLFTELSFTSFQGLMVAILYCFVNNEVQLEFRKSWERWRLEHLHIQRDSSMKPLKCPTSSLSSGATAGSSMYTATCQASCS
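GLP-1R inverse agonism mode: basal reporter luminescence in engineered HEK293 cells measured after one day of compound exposure at 37 deg C, with a 12 min room-temperature detection step.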
TDP-43 yeast inh – rescues yeast growth from TDP-43 toxicity | TDP-43 expressing yeast growth rescue, BacTiter-Glo, 24 h | Potency, µM (series often up to 46.1 µM), for the others: at the top dose growth rescue (activation), actives largely listed as activators | hit rate 1.8% among 410,000 | AID 652104; note: potency is the fitted concentration of half-maximal effect; % of control where 0% means no effect; nearly all actives have a fitted effect of over 50% in size
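Growth rescue of TDP-43-toxic yeast measured as ATP luminescence (BacTiter-Glo). Cells grown to mid-log in raffinose, induced in galactose at OD600=0.02, exposed to compound 24 hr at 30 deg C.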
Abeta rescue – A-beta toxicity reversal in yeast. Potency, µM (titrated, usually from 46.1 µM), for inactives: top-dose growth rescue, most hits filed as activators. yeast expressing A-beta42, growth rescue, OD600, 48 h; response scale: 0% DMSO, 100% iron-clioquinol control. hit rate 0.063% among 410,000; note: potency is the fitted concentration of half-maximal effect; nearly all actives have a fitted effect of over 55% in size
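Growth rescue measured by 600 nm absorbance after 48 h yeast culture at 30 C with compound. Values normalized between DMSO and an equimolar ferric chloride plus clioquinol control.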
aSyn rescue – inhibitors of alpha-synuclein toxicity in yeast; Yeast expressing alpha-synuclein, growth rescue, BacTiter-Glo, 24 h; Potency, µM (doses to about 46.1 µM), without a hit: at the highest dose growth rescue (activation), hits mostly activators; hit rate 0.14% among 370,000; AID 652106; note: potency is the fitted concentration of half-maximal effect; % of control where 0% means no effect; nearly all actives have a fitted effect of over 65% in size
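Readout is rescue of growth in alpha-synuclein-expressing yeast, so inhibitors of toxicity appear as activators. Growth after 24 hr at 30 deg C in galactose medium is quantified by luminescence.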
pAkt inh – Akt phosphorylation inhibition. AID 651550. activity change, % for hits at 50 µM. hit rate 0.32% among 360,000. Neuro2A IGF-stimulated pAkt S473 HTRF, 20 min; active compounds read low; in the data active = activity change below about -80%; inconclusive = mostly about -51% to -80%; note: % is set by controls: 0 for no effect and ±100 for the full control effect
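Neuro2A cells (4,500/well, DMEM with 0.5% FBS) were treated with compound at a single 50 µM final concentration, stimulated with 6 nM IGF for 20 min at 37 °C, and lysed. Phospho-Akt Ser473 was read by HTRF as 665/615 ratio ×10^4.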
PTHR1 ag – PTHR1 (human) receptor agonism | Potency, µM (doses to about 115 µM), for inactives: top-dose activation, most hits filed as activators | hit rate 0.075% among 410,000 | AID 743266 | HEK293 GP2 PTHR1 cells, GloSensor cAMP luminescence, 1 h; note: potency is the fitted concentration of half-maximal effect; nearly all actives have a fitted effect of over 55% in size; some results filed as inactive show a strong effect at the top dose; inactives centre near -15; many of its hits are not listed in these tables
Target sequence (Q03431 whole entry, looked up): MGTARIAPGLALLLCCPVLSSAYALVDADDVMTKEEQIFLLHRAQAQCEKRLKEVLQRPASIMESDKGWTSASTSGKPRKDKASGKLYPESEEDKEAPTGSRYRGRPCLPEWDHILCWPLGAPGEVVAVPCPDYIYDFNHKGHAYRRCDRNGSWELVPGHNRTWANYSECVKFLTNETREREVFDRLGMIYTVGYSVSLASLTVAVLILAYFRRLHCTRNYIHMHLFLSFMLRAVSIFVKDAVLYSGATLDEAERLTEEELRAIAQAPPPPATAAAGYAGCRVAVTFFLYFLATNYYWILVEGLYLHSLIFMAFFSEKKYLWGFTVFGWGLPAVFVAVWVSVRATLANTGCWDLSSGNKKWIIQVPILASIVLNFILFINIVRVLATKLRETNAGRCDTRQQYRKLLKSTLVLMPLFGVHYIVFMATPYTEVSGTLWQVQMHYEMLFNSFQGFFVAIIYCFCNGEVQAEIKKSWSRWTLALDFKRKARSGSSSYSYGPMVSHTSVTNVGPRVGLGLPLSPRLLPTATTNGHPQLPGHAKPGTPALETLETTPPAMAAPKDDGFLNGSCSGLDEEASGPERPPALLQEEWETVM
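HEK-293-derived GP2 cells expressing PTHR1 and a GloSensor cAMP reporter, 3,000/well, plated overnight, given luciferin plus IBMX (each 0.5 mM as added) for 1 h at 37 °C, then compound for 1 h at 37 °C. Luminescence was read after 15 min at room temperature.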
FUS suppressor – FUS proteinopathy suppression in yeast. S. cerevisiae FUS-expressing, growth rescue, OD600, 24 h. Potency, µM (top dose mostly 76.6 µM), for inactives: at the highest dose growth rescue (activation), actives largely listed as activators. hit rate 0.24% among 390,000. AID 1347120;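 note: potency is the fitted concentration of half-maximal effect; plate controls were DMSO vehicle for no effect and reference control for full effect; nearly all actives have a fitted effect of over 55% in size; some results filed as inactive show a strong effect at the top dose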
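Toxicity suppression screen in FUS-yeast. Cells induced with 2% galactose, starting OD 0.005, treated 24hr at 30C with compounds at multiple final concentrations; growth by OD600.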
HEK293 tox – cytotoxicity in counter-screen for GLP-1R inverse agonists | HEK293 cAMP-luciferase reporter cells, luminescence, 24 h | hit rate 0.13% among 410,000 | Potency, µM (titrated, usually from 38.3 µM), for the others: at the highest dose activity change, negative = inhibition, actives largely listed as inhibitors;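 note: loss of luciferase light is scored as toxicity; potency is the fitted concentration of half-maximal effect; % is set by controls: 0 for no effect and ±100 for the full control effect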
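Step one: seed cells (200 cells/uL, DMEM with 10% Nu serum, 1% pen-strep). Step two: 12-hour incubation at 37 deg C. Step three: pin 23 nL compound, incubate 24 hr. Step four: add luciferase reagent, read luminescence 12 min later.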
Mm-Cpn inhibitor – M. maripaludis TRiC chaperonin inhibition. purified Mm-Cpn ATPase, ADP Transcreener TR-FRET. hit rate 0.031% among 330,000. Potency, µM (top dose mostly 76.9 µM), without a hit: at the top dose activity, negative = inhibition, hits mostly inhibitors; note: potency is the fitted concentration of half-maximal effect; % is set by controls: 0 for no effect and ±100 for the full control effect; nearly all actives have a fitted effect of over 80% in size
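Purified archaeal chaperonin (25 nM final) was preincubated with compound for 10 min at 37°C, then ATP (10 uM final) was added for 30 min at 37°C in Tris pH 7.4/KCl/MgCl2/DTT buffer. ADP was quantified by HTRF Transcreener TR-FRET.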
Starred values were filed as active, the others as inactive; i = inactive; ? = inconclusive; / = not tested or not shown; [ ] = dose if it differs, or a comment. Unless noted, calls come from the whole dose curve; as a rule, active = well fitted curve in the direction sought with a large enough effect; inconclusive = small, poorly fitted or top-dose-only effect, or another doubt; inactive = no such curve, though single readings can be large; an effect the other way counts as inactive or inconclusive. These rows are one share of the data; the hit share may differ from the screen's.

SMILES | GLP1R inv ag | TDP-43 yeast inh | Abeta rescue | aSyn rescue | pAkt inh | PTHR1 ag | FUS suppressor | HEK293 tox | Mm-Cpn inhibitor
CCOC(=O)C1=C(COC(=O)COc2cc(C)ccc2C)NC(=O)NC1C (stereo not given) | 4% | 22% | 1% | 0% | i | i | 6% | 4% | -2%
Cc1cccc(N2CCN(C3=NC(=O)C(=C4CCCCC4)S3)CC2)c1 | 6% | 7.1µM* | -9% | / | / | -33%[inhibitor] | 8% | 0% | 2%
CC(C)(C)c1ccc(OCCNC(=O)c2ncn[nH]2)cc1 | 1% | 10% | -3% | 3% | i | i | -6% | 2% | 1%
COC(=O)c1c(NC(=O)Cc2ccccc2)sc2c1CC(C)(C)NC2(C)C | ? | 0% | 6% | 0% | i | i | -15% | 1% | 0%
CCOC(=O)Nc1ccc2c(c1)Nc1ccccc1S2 | -25% | 24% | 14% | -2% | i | i | 33% | -18% | -9%
Cc1ccccc1-c1nc(SCC(=O)NCC2CCCO2)c2c(=O)n(C)c(=O)n(C)c2n1 (stereo not given) | 1% | -15% | -14% | / | / | 7% | -4% | -4% | /
CC(C)(C)c1ccc(C(=O)N2CCC2(C)C(=O)NCc2ccc3c(c2)OCO3)cc1 (stereo not given) | ? | ? | 0% | 21% | i | -41%[inhibitor] | 29% | -15% | /
CCCCc1ccc(/C=C(\C#N)C(N)=S)s1 | ? | 20µM* | ? | 24% | i | i | 9% | ? | 1%
Cc1ccc(S(=O)(=O)n2ccc(OC(=O)c3cccs3)n2)cc1 | 11% | -4% | -2% | 30% | i | -4% | 22% | -22% | /
CC(=O)Nc1cccc(-c2ccnc3c2CC(C(=O)NCc2ccc(N(C)C)cc2)O3)c1 (stereo not given) | ? | 18% | 28% | -7% | i | -33%[inhibitor] | 0% | -20% | /
CCOc1ccc(S(=O)(=O)NCCC(=O)NNC(=O)c2ccc(F)cc2)cc1 | -3% | 5% | -6% | -3% | i | -5% | -10% | 0% | /
CNS(=O)(=O)c1cccc(C(=O)OCC(=O)NC2CCCC(C)C2C)c1 (stereo not given) | -15% | -2% | -1% | 1% | i | i | -11% | -35% | -2%
CCCCNC(=O)C1CCN(Cc2ccccn2)CC1 | -1% | -3% | 15% | 0% | i | i | -3% | -11% | 2%
CCc1nc(Nc2ccc(OC)cc2OC)c2oc3ccccc3c2n1 | -29% | 9% | -6% | -9% | i | i | 9% | -23% | -8%
COc1ccc2cc3c(N)nn(C(=O)c4ccc(F)cc4)c3nc2c1 | ? | 4% | 10% | -1% | i | i | -8% | -14% | 2%
Cc1nonc1OCCNC(=O)C12CC3CC(CC(C3)C1)C2 | 9% | -10% | 5% | -1% | i | i | 30% | -9% | 1%
CCOC(=O)CSc1nc2ccccc2c(=O)n1-c1cccc(C)c1 | ? | 22% | 1% | / | / | i | 21% | -9% | /
CNC(=S)SCCOc1ccc(C)cc1 | 0% | 10% | ? | -5% | i | 25% | -10% | 5% | -1%
COc1ccc(OC)c2[nH]c(=O)c(CCNC(=O)c3ccc(S(=O)(=O)N4CCCCC4)cc3)cc12 | 0% | -2% | 1% | 1% | i | i | / | 12% | -3%
COc1nc(N)c(C#N)c(-c2ccc(N(C)CCC#N)cc2)c1C#N | 12% | 18% | 5% | 0% | i | -38%[inhibitor] | 10% | -19% | ?
CC(C)(C)c1ccc(S(=O)(=O)NC(=O)C2(C)CCN2C(=O)Cc2cc(F)ccc2F)cc1 (stereo not given) | -5% | 20% | -5% | 0% | i | -17% | 7% | 7% | /
Cc1nc(C(=O)O)nn1-c1ccc([N+](=O)[O-])cc1 | 8% | -10% | 2% | 2% | i | i | -18% | -1% | 2%
CN(Cc1ccc(F)cc1)C(=O)c1cccc(S(=O)(=O)N2CCN(Cc3ccccc3)CC2)c1 | ? | 0% | 18% | 1% | i | -25% | 4% | -13% | -2%
CCCn1c(SCC(=O)N2c3ccccc3CCc3ccccc32)nc2c1c(=O)n(C)c(=O)n2C | -21% | 17% | 11% | 3% | i | i | 2% | -14% | ?
Cc1c(NC(=S)Nc2cccc(Cl)c2)c(=O)n(-c2ccccc2)n1C | -14% | -15% | -15% | -3% | i | -20% | 3% | 2% | -11%

Given with tabs: nine of the compounds above.
molecule	GLP1R inv ag	TDP-43 yeast inh	Abeta rescue	aSyn rescue	pAkt inh	PTHR1 ag	FUS suppressor	HEK293 tox	Mm-Cpn inhibitor
CC(=O)Nc1cccc(-c2ccnc3c2CC(C(=O)NCc2ccc(N(C)C)cc2)O3)c1 (stereo not given)	?	18%	28%	-7%	i	-33%[inhibitor]	0%	-20%	/
CCOc1ccc(S(=O)(=O)NCCC(=O)NNC(=O)c2ccc(F)cc2)cc1	-3%	5%	-6%	-3%	i	-5%	-10%	0%	/
CNS(=O)(=O)c1cccc(C(=O)OCC(=O)NC2CCCC(C)C2C)c1 (stereo not given)	-15%	-2%	-1%	1%	i	i	-11%	-35%	-2%
CCCCNC(=O)C1CCN(Cc2ccccn2)CC1	-1%	-3%	15%	0%	i	i	-3%	-11%	2%
CCc1nc(Nc2ccc(OC)cc2OC)c2oc3ccccc3c2n1	-29%	9%	-6%	-9%	i	i	9%	-23%	-8%
COc1ccc2cc3c(N)nn(C(=O)c4ccc(F)cc4)c3nc2c1	?	4%	10%	-1%	i	i	-8%	-14%	2%
Cc1nonc1OCCNC(=O)C12CC3CC(CC(C3)C1)C2	9%	-10%	5%	-1%	i	i	30%	-9%	1%
CCOC(=O)CSc1nc2ccccc2c(=O)n1-c1cccc(C)c1	?	22%	1%	/	/	i	21%	-9%	/
CNC(=S)SCCOc1ccc(C)cc1	0%	10%	?	-5%	i	25%	-10%	5%	-1%

(further entries)
SMILES | GLP1R inv ag | TDP-43 yeast inh | Abeta rescue | aSyn rescue | pAkt inh | PTHR1 ag | FUS suppressor | HEK293 tox | Mm-Cpn inhibitor
O=C(CN1Cc2ccccc2C1=O)Nc1cc(F)ccc1F | 8% | -3% | -11% | / | / | 17% | -1% | 23% | /
CC1CCN(c2ncnc3ccccc23)CC1 | 10% | 19% | 18% | 5% | i | -34%[inhibitor] | 4% | -3% | -4%
CCSC1=C(C#N)C2(CCCCC2)C(C#N)C(=O)N1 (stereo not given) | -2% | 4% | -1% | 0% | i | -15% | 2% | 3% | 1%
Cc1cccc(-n2nc(C(=O)Nc3ccccc3)n3c(=O)cc(-c4ccccc4)nc23)c1 | 6% | 18% | 11% | 5% | i | i | 5% | -1% | ?
CC1(C)CC(=O)C=C(c2ccc(COC(=O)C(c3ccccc3)c3ccccc3)cc2)C1=O | ? | 3% | 4% | 13% | i | i | 22% | 1% | /
CC(=O)Nc1ccccc1C(=O)C(=O)Nc1ccc(Cl)cc1 | 9%[7.66 µM] | 0% | -10% | 8% | i | -7% | 7% | 7%[7.66 µM] | 1%
O=C(NCc1ccc(Cl)cc1)c1ccc(CNc2c(N3CCCC3)c(=O)c2=O)cc1 | -19% | 9% | 1% | -1% | i | -54%[inhibitor] | -10% | 1% | 0%
N#C/C(=C\c1cccs1)Sc1nc2ccccc2s1 | 0% | ? | -9% | -6% | i | -76%[inhibitor] | / | -4% | -5%
O=C(COC(=O)COc1ccccc1)NCc1ccccc1 | -15% | -13% | -18% | 0% | i | -14% | 12% | 9% | 2%
Cc1ccc(N(C(=O)c2ccco2)C(C(=O)NC2CCCC2)c2ccco2)c(C)c1 (stereo not given) | ? | 5% | ? | 0% | i | -2% | ? | -12% | -1%
Cc1ccc(NC(=O)c2oc3ccc(S(=O)(=O)N4CCCCCC4)cc3c2C)cc1Cl | 12% | 11% | -7% | / | / | i | -20% | 8% | /
COc1ccc(-c2csc3nc(-c4cccnc4)nc(N4CCC(C(N)=O)CC4)c23)cc1OC | 83%[activator] | 4% | 0% | 8% | i | -29% | ? | -13% | ?
CCOc1ccc(N2CC(C(=O)Nc3ccccc3N3CCOCC3)CC2=O)cc1 (stereo not given) | -16% | -3% | 4% | 4% | i | -8% | 8% | 20% | -2%
Cc1ccc(S(=O)(=O)NCCN(CCNS(=O)(=O)c2ccc(C)cc2)S(C)(=O)=O)cc1 | 15% | 3% | 12% | -3% | i | i | 11% | -1% | -7%
COc1ccccc1C(=O)NCCC(=O)N1CCCC(C)C1 (stereo not given) | 15% | -3% | -14% | 0% | i | i | -22% | -7% | 1%
CCOC(=O)C1(CC/C(C)=N\NC(N)=O)CC(C)OC1=O (stereo not given) | 2% | 15% | -4% | 2% | i | -17% | 6% | -1%[1.53 µM] | 1%
COc1ccc(N2CCN(c3ncnc4c3cnn4-c3ccc(F)cc3)CC2)cc1 | 1% | -7% | -10% | / | / | i | -13% | 0% | /
COc1cccc(C(=O)Nc2ccc(C(=O)NCC(C)C)cc2)c1 | -11% | 22% | 0% | 6% | i | i | ? | -20% | -5%
COc1ccc(OC)c(CNCc2c(C(=O)O)n(Cc3ccccc3)c3cc(OC)ccc23)c1 | 2% | 9% | -6% | / | / | -22% | ? | -9% | /
